Screens (PubChem BioAssay)
KCNQ1 act: potentiators or activators of KCNQ1 channel, primary screen, cell-based, thallium flux, high-throughput; Potassium voltage-gated channel subfamily KQT member 1 (Homo sapiens), P51787; CHO-K1 KCNQ1, thallium flux FluxOR fluorescence; hits give high values; B-score at 10 µM; 310,000 tested, 0.35% active; AID 2648, 2010;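 active means fluorescence ratio B-score, a plate-corrected score, at least three library SD, with initial intensity B-score within 5 SD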
Target sequence (P51787 whole entry, looked up): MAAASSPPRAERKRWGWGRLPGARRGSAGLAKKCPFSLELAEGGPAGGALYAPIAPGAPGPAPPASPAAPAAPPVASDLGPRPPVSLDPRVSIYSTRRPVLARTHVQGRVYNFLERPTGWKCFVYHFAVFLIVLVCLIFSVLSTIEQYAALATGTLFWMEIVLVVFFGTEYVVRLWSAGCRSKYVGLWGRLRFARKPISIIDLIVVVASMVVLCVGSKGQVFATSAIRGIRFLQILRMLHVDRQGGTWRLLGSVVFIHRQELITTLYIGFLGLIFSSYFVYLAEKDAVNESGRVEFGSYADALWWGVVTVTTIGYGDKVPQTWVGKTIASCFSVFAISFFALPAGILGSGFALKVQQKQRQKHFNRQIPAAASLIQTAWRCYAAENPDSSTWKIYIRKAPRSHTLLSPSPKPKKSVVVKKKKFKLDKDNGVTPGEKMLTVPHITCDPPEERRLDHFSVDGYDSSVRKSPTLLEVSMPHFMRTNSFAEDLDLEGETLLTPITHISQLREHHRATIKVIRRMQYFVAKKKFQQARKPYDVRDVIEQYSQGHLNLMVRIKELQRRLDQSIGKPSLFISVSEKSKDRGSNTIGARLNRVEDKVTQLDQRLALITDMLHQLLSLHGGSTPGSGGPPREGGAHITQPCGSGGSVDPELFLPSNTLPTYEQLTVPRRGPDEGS
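Material: CHO-K1 cells stably expressing KCNQ1. Medium: assay buffer for compound exposure, DMSO matched across wells. Reagent: K+/Tl+ depolarizing stimulus. Compound dosing: single-concentration screen. Times: 37 °C overnight plating, 90-min dark dye load, 20-min compound pretreatment. Technique: FluxOR Tl+ flux fluorescence.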
KCNQ1 block: inhibitors of human KCNQ1 channel, primary screen, cell-based, thallium flux, high-throughput. B-score at 10 µM. CHO-K1 KCNQ1, FluxOR thallium flux fluorescence; hits give high values. 310,000 tested, 1.3% active. AID 2642, 2010;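 active means compounds whose thallium flux B-score, printed positive for inhibition, exceeds three library SD while starting fluorescence stays within three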;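 further: channel opened by potassium depolarization with thallium stimulus after 20 min compound exposure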
RGS4 act: RGS4 potentiators or activators, primary screen, cell-based, HEK293 M3R inducible RGS4, calcium flux; B-score at 10 µM; 310,000 tested, 0.92% active; carbachol calcium flux Fluo4; hits give low values; AID 463111, 2010;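 active means B-score of the integrated calcium signal more than 4 SD below the library mean, with starting fluorescence not abnormally high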;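 further: negative B-score means reduced calcium response which marks RGS4 activation or potentiation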
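Reagent: ECmax carbachol challenge; Test system: M3R-expressing HEK293 line, RGS4 induced by doxycycline; Schedule: overnight RGS4 induction, 30 min dye load 37 °C, 20 min compound RT; Detection: calcium dye Fluo4 fluorescence; Read-out: Agonist-evoked peak-minus-minimum fluorescence over baseline, integrated ratio, B score.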
GSK3B inh: human GSK3beta kinase inhibitors, primary screen, biochemical, cell-free homogeneous, HTS. Glycogen synthase kinase-3 beta (Homo sapiens), P49841. GST-GSK3beta kinase, ADP-Glo luminescence, 60 min; hits give low values. activity score (negative = inhibition), % at 10 µM. 300,000 tested, 0.038% active. AID 2097, 2009;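 active means more than half of replicate wells score below -50%, meaning over 50% inhibition versus plate controls; inconclusive means some replicates but at most half score below -50%; inactive means no replicate scores below -50%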;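 further: 0% = median DMSO wells and -100% = median GW8510 positive control wells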
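Assay system: GST-fused GSK3beta enzyme, cell-free / Medium: Tris pH 7.5 buffer with MgCl2, DTT, BSA, heparin / Also added: peptide substrate plus 25 µM ATP (final) / Compound: 10 µM single point / Timing: kinase reaction with compound 60 min at room temperature / Detection: ADP-Glo luminescence / Benchmarks: DMSO neutral wells and GW8510 at 20 µM as positive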
GSK3A inh: blockers of GSK3A enzyme activity – biochemical, luminescence, cell-free homogeneous, HTS, primary screen | AID 2650, 2010 | 320,000 tested, 0.1% active | inhibition, % at 10 µM | GSK-3 alpha kinase, ADP-Glo luminescence, 60 min;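 in the data active means inhibition above about 50%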;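 further: GST-tagged GSK-3 alpha with peptide substrate and 25 µM ATP; 0% = DMSO neutral wells and 100% = GW8510 positive control wells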
hERG protect: hERG rescue from dofetilide block, primary screen, cell-based, CHO-hERG, FluxOR thallium flux, dofetilide IC70; 310,000 tested, 0.51% active; dofetilide IC70 present; activation (rescue from dofetilide block), less the hit threshold, % at 10 µM; Voltage-gated inwardly rectifying potassium channel KCNH2 (Homo sapiens), Q12809; AID 1511, 2009;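 active means activation above the mean of controls blocked by dofetilide plus 5 SD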;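 further: thallium influx through hERG after potassium depolarization seen as dye fluorescence rise; in these data hits start at about 4.7%; inactives centre near -7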
KCNK3 block: human KCNK3 channel inhibitors, primary screen, CHO cells, FluxOR thallium flux, B-score; FluxOR fluorescence; hits give low values; Potassium channel subfamily K member 3 (Homo sapiens), O14649; B-score at 10 µM; AID 602410, 2012; 340,000 tested, 0.84% active;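 active means B-score under library mean minus 4 SD, starting fluorescence ratio at most library mean plus 5 SD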;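 further: more negative B-score means stronger inhibition of thallium flux through KCNK3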
PolyA inhibitor: polyadenylation inhibitors in yeast reporter cells, primary screen, luminescence, S. cerevisiae; 300,000 tested, 0.02% active; calls only at 12 µM; S. cerevisiae SKY197-pL101 polyadenylation reporter, beta-gal luminescence; efflux-impaired pdr1/pdr3 knockout yeast; score 100 = 6 SD above DMSO;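 active means lowest replicate activity score at least 50, where 100 means six control SD above control mean; inconclusive means lowest score under 50 but half or more replicates reach 50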;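 further: yeast exposed to compound for 9 h at 30 °C; higher score means more reporter readthrough which indicates perturbed polyadenylation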
KCNK9 block: KCNK9 potassium channel inhibitors, primary screen, HEK293 cells, thallium flux. B-score at 10 µM. 310,000 tested, 1.2% active. Potassium channel subfamily K member 9 (Homo sapiens), Q9NPC2. FluxOR thallium flux fluorescence; hits give low values;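 active means ratio B-score over 3 SD below the library mean, with starting fluorescence within 5 SD of its mean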;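 further: negative B-score means less thallium flux so channel inhibition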
HDAC3 inh: HDAC3 deacetylase inhibitors, primary screen, biochemical, fluorescence, cell-free homogeneous; Histone deacetylase 3 (Homo sapiens), O15379; recombinant HDAC3, fluorogenic peptide/trypsin coupled; 320,000 tested, 0.15% active; inhibition, % at 8.3 µM; in the data active means inhibition above about 26%, passing the limit was not always enough; inconclusive means no clear call, values can overlap the other calls
Target sequence (O15379 whole entry, looked up): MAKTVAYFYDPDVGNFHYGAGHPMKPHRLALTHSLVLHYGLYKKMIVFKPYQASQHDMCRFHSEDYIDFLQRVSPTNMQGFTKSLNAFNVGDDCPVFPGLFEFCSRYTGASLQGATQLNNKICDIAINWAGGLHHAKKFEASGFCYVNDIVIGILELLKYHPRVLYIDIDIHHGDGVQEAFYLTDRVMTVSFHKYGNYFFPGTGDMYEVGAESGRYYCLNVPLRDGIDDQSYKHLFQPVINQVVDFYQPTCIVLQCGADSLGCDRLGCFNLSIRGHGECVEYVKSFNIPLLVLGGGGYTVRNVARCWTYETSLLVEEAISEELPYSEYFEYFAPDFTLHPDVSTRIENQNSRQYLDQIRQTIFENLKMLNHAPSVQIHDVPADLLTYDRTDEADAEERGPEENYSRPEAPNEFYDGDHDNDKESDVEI
DYRK1A inh: rat Dyrk1A kinase inhibitors, primary screen, biochemical, single point, plate reader | 310,000 tested, 0.43% active | Dual specificity tyrosine-phosphorylation-regulated kinase 1A (Rattus norvegicus), Q63470 | inhibition, % at 12.5 µM | ADP-Glo luminescence, NFATc1 peptide | AID 504441, 2011; in the data active means inhibition above about 50%;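 further: plate controls were vehicle with enzyme for no effect and no enzyme for full effect; many of its hits are not listed in these tables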
Numbers without * were called inactive; i = inactive; ? = inconclusive; · = not tested or not shown. An excerpt; the hit share may differ from the screen's.

SMILES	KCNQ1 act	KCNQ1 block	RGS4 act	GSK3B inh	GSK3A inh	hERG protect	KCNK3 block	PolyA inhibitor	KCNK9 block	HDAC3 inh	DYRK1A inh
Cn1nc(C(=O)Nc2nc3ccc(S(C)(=O)=O)cc3s2)ccc1=O	i	i	i	0	0	-6	i	i	i	-3	6
CC(C)c1ccccc1NC(=O)Nc1ccc(F)cc1F	i	i	i	3	0	-11	i	i	i	-4	-3
CCOC(=O)C1=C(C)NC(C)=C(C(=O)OCC)C1C1=COCCO1	i	i	i	0	-3	-12	i	i	i	6	3
O=c1cc2n(c(=O)[nH]1)CCC1=C2CCCC1	i	i	i	5	4	-2	i	i	i	12	2
CCOc1ccc(N(CC(=O)NCc2ccc(OC)cc2)S(=O)(=O)c2c(C)[nH]c(=O)[nH]c2=O)cc1	i	i	i	-1	-4	-10	i	i	i	-8	·
CC(C)n1cc(C(=O)N2CCCC(Nc3ccc(F)c(F)c3)C2)cn1 (configuration not stated)	i	i	i	2	1	-11	i	i	i	2	-7
O=C(O)c1ccc(N/N=C/c2ccnc3ccccc23)cc1	i	i	i	-2	0	-9	i	i	i	5	25
Cc1ccc(/C=N/NC(=O)CCSc2ccccc2)cc1	i	i	i	0	-3	-10	i	i	i	4	7
Cc1ccc(Cn2c(Sc3nnc(C)s3)nc3c2c(=O)[nH]c(=O)n3C)cc1	i	i	i	-3	0	-5	i	i	i	-4	5
Cc1c(NC(=O)c2ccc(Cl)nc2)cccc1-c1nc2cccnc2s1	i	i	i	1	-2	-13	i	i	i	10	2
Nc1nonc1-n1nnc(C(=O)N/N=C/c2ccccc2F)c1-c1cccs1	i	i	i	0	64*	-3	i	i	i	14	36
Cc1sc2ncnc(N3CCN(Cc4ccccc4)CC3)c2c1-c1ccccc1	57*	i	i	-1	0	-13	-9.6*	i	i	0	-1
CCOC(=O)C1=C(C)Nc2ccccc2N=C1NC(=O)CCCN1C(=O)c2ccccc2C1=O	i	i	i	2	-1	-5	i	i	i	2	3
O=C(CCc1ccccc1)Nc1ccc(F)cc1F	i	i	i	2	-7	-8	i	i	i	-2	1
O=C(O)C1CN(C(=O)c2cccc(Br)c2)C1	i	i	i	3	1	-1	i	i	i	-1	0
CC1=C(C(=O)Nc2cc(C(=O)N(C)Cc3ccccc3)ccc2C)SCCO1	i	i	i	2	-2	-12	i	i	i	8	1
O=C(CN(c1cccc(C(F)(F)F)c1)S(=O)(=O)c1ccc(Cl)c([N+](=O)[O-])c1)NCc1ccccc1Cl	i	i	i	2	-2	-8	i	i	-8.3*	1	1
Cc1ccc(C(C)C)c(OCC(=O)N/N=C2\CC(=O)CC(C)(C)C2)c1	i	i	i	0	1	-8	i	i	i	0	6
CC(=O)OC(C)C[N+](C)(C)C (configuration not stated)	i	i	i	-2	-2	-2	i	i	i	-2	9
COc1ccc(OCCOc2ccccc2[N+](=O)[O-])cc1	i	i	i	-1	-2	0	i	i	i	-8	-5
Cc1ccc(N2C(=O)N(CC(=O)Nc3cc(C)cc(C)c3)C(=O)C2C)cc1 (configuration not stated)	i	i	i	-1	0	-15	i	i	i	11	1
N#CCCN(Cc1cccnc1)C(=S)NC(=O)C1CC1	i	i	i	-3	-2	-1	·	i	i	-1	·
COc1ccc(N(C(=O)c2cccnc2)S(=O)(=O)c2cccs2)cc1	i	i	i	1	-4	-5	i	i	i	0	7
Fc1cc(F)cc(-c2oncc2-c2nnnn2-c2ccccc2)c1	i	i	i	1	-2	-12	i	i	i	·	-7
Cc1cccc(-c2noc(CN(C(=O)C(c3ccccc3)c3ccccc3)C(C)C)n2)c1	i	6*	i	4	0	-9	-12*	·	-17*	16	4

Additional results follow.
SMILES	KCNQ1 act	KCNQ1 block	RGS4 act	GSK3B inh	GSK3A inh	hERG protect	KCNK3 block	PolyA inhibitor	KCNK9 block	HDAC3 inh	DYRK1A inh
CCOC(=O)Nc1cc2c(C)cc(=O)oc2cc1C	i	i	i	-3	20	-7	i	i	i	-13	2
O=P(c1ccccc1)(c1ccccc1)C(c1ccco1)N1CCOCC1 (configuration not stated)	i	i	i	-1	0	-5	i	i	i	8	17
O=C(Cn1nnc(-c2ccc3c(c2)OCO3)n1)N1CCOCC1	i	i	i	-3	0	-1	i	i	i	-1	7
COc1ccccc1N1CCN(S(=O)(=O)c2ccccc2F)CC1	i	i	i	2	-3	-5	i	i	i	2	-1
CN(CCNC(=O)CN1CCN(Cc2ccccc2Cl)C1=O)Cc1ccccc1	i	i	i	2	-2	-6	i	i	i	-3	2
CCc1c(C(C)S(=O)(=O)c2ccc(C)cc2)[nH]c(=O)n1-c1ccc(OC(F)(F)F)cc1 (configuration not stated)	i	i	i	5	0	-5	i	i	i	-2	5
C#Cc1ccc([C@@H]2C=C(C(=O)N3CCOCC3)O[C@H](OCC)[C@H]2CCCO)cc1	i	i	i	0	-1	-7	i	i	i	1	3
CC(C)(C)c1ccc(OCCCC(=O)N2CCOCC2)cc1	i	i	i	1	-4	-18	i	i	i	1	3
Cc1ccc(S(=O)(=O)N(C)C)cc1-n1c(SCC(=O)Nc2ccc(F)cc2)nc2ccccc2c1=O	i	i	i	1	4	-6	i	i	-9.7*	6	3
N=C1c2ccccc2CN1NC(=O)c1cccc(S(=O)(=O)N2CCOCC2)c1	i	i	i	1	-5	-1	i	i	i	-1	0
COc1ccc(-c2oc3ccccc3c2C(=O)OCc2ccccc2)cc1	i	i	i	1	1	-6	i	i	i	-4	8
CCOC(=O)C(C(C)=O)=C1SC2CS(=O)(=O)CC2S1 (configuration not stated)	i	i	i	1	11	-5	i	i	i	4	6
Cc1ccc(/C(O)=C2\C(=O)C(=O)N(C)C2c2ccc([N+](=O)[O-])cc2)cc1 (configuration not stated)	i	i	i	0	5	-10	i	i	i	0	·
CCCn1c(NC(=O)c2ccc(Cl)c(S(=O)(=O)N3CCCC3)c2)nc2ccccc21	i	i	i	2	0	-11	i	i	-8.9*	10	0
CCOc1ccc(NS(=O)(=O)c2ccc(C(=O)NCC3(N(C)C)CCCCC3)cc2)cc1	i	i	i	0	0	-4	i	i	i	4	2
Cc1ccc(-c2nnc(SCC(=O)Nc3ccc(S(=O)(=O)N4CCCCCC4)cc3)o2)cc1	i	i	i	0	·	-2	i	i	i	·	-8
O=C(O)CCCCNCc1ccccc1	i	i	i	0	0	-1	i	i	i	-5	3
CC(C)C12CN3CC(C(C)C)(CN(C1)C31C(=O)Nc3ccccc31)C2=O (configuration not stated)	i	i	i	1	·	-3	i	i	i	-5	-3
O=C(CSc1nnc(Cc2ccccc2)o1)Nc1ccc(Br)cn1	i	i	i	0	10	-2	i	i	i	0	6
O=c1c2nncn2c2cc(C(F)(F)F)ccc2n1CCNc1ncc(C(F)(F)F)cc1Cl	i	i	i	2	-4	-17	i	i	i	-1	0
CC(C)(C)c1ccc(C2C(C#N)=C(N)Oc3n[nH]c(-c4cccnc4)c32)cc1 (configuration not stated)	i	i	i	-3	-3	-7	i	i	i	3	6
CS(=O)(=O)N1CCN(C2C3CC4CC(C3)CC2C4)CC1 (configuration not stated)	i	i	i	-1	0	-12	i	i	i	10	0
Cc1cc(-c2nnc(CCC(=O)NC(C)(C)C34CC5CC(CC(C5)C3)C4)o2)no1	i	i	i	0	1	-12	i	i	i	4	-3
CCOC(=O)CC1C(=O)NCCN1S(=O)(=O)c1ccc(OC)cc1 (configuration not stated)	i	i	i	1	-11	-1	i	i	i	-9	4
CCOC(=O)n1c(=O)n(Cc2ccc(Cl)c(Cl)c2)c2ccccc21	i	i	i	1	-1	-6	i	i	-7.4*	2	-8

Entries of single compounds, quoted from the list:
CS(=O)(=O)N1CCN(C2C3CC4CC(C3)CC2C4)CC1 (configuration not stated) as listed: KCNQ1 act = i; KCNQ1 block = i; RGS4 act = i; GSK3B inh = -1; GSK3A inh = 0; hERG protect = -12; KCNK3 block = i; PolyA inhibitor = i; KCNK9 block = i; HDAC3 inh = 10; DYRK1A inh = 0
Cc1ccc(/C(O)=C2\C(=O)C(=O)N(C)C2c2ccc([N+](=O)[O-])cc2)cc1 (configuration not stated) as listed: KCNQ1 act = i; KCNQ1 block = i; RGS4 act = i; GSK3B inh = 0; GSK3A inh = 5; hERG protect = -10; KCNK3 block = i; PolyA inhibitor = i; KCNK9 block = i; HDAC3 inh = 0; DYRK1A inh = ·

(next part)
SMILES	KCNQ1 act	KCNQ1 block	RGS4 act	GSK3B inh	GSK3A inh	hERG protect	KCNK3 block	PolyA inhibitor	KCNK9 block	HDAC3 inh	DYRK1A inh
COc1ccc(NC(=S)NC(=O)/C=C/c2ccco2)cc1	i	i	i	-1	1	-6	i	i	i	-5	6
Cc1cc(C)c(S(=O)(=O)N(C)Cc2cnn(C)c2)c(C)c1	i	i	i	-1	0	-10	i	i	i	-2	6
Cc1ccc(/C=N/Nc2nc3ccccc3s2)o1	i	i	i	-1	1	-1	i	i	i	12	9
COc1ccccc1-c1cc(C(=O)Nc2cccnc2Cl)no1	i	i	i	-4	-1	-8	i	i	i	-10	-5
CCc1ccc(NC(=O)c2[nH]c(C)c(C(C)=O)c2C)cc1	i	i	i	5	1	-7	i	i	i	4	0
O=C(O)c1ccccc1C(=O)Nc1n[nH]c(=S)s1	i	i	i	4	-2	4	i	i	i	?	-2
